Source: PubChem
EPAC2 agonist: agonists of human EPAC2 (RAPGEF4); EPAC2 activation, biochemical qHTS; response scale: 100% = 6.5 mM cAMP response; Potency, µM (series often up to 154 µM), without a hit: at the top dose activation, usual class: activators; AID 720711; hit rate 0.079% among 360,000; further: potency means the concentration at half of the fitted maximal effect; nearly all actives have a fitted effect of over 50% in size
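qHTS, titration series. 100 nM EPAC2 / 250 nM Rap1B-BODIPY-GDP / 50 uM GDP; RT; ex 480/em 540 nm, 5-min reads to 30 min. Norm. to 6.5 mM cAMP = activation.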
CCT chaperon mod: cytosolic chaperonin activity modulation; purified chaperonin ATPase assay, HTRF ADP detection, 30 min; activity change, % (concentration not given with the values), hits read low; hit rate 0.3% among 360,000; in the data active means activity change below about -30%; further: on the % scale 0 is the no-effect control and ±100 the full control effect
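First, chaperonin was dispensed at 40 nM or 20 nM final depending on batch activity. Next, compounds were pinned at 76 uM and ATP added at 10 uM. After 30 min at 37 °C, ADP detection reagents ran 30 min at ambient temperature.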
EPAC2 antagonist: antagonists of human EPAC2. Q8WZA2. EPAC2 GEF exchange of Rap1B-BODIPY-GDP, fluorescence. Potency, µM (highest dose often 114 µM), inactives show at the top dose activity, negative = inhibition, actives largely listed as inhibitors. hit rate 0.18% among 360,000; further: potency means the concentration at half of the fitted maximal effect; on the % scale 0 is the no-effect control and ±100 the full control effect; nearly all actives have a fitted effect of over 45% in size; many of its hits are not listed in these tables
pAkt inh: blocks phosphorylation of Akt; hit rate 0.32% among 360,000; AID 651550; activity change, % for hits at 50 µM; Neuro2A IGF-stimulated pAkt S473 HTRF, 20 min; stronger effect = lower value; in the data active means activity change below about -80%; inconclusive means mostly about -51% to -80%; further: on the % scale 0 is the no-effect control and ±100 the full control effect
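Neuro2A cells (4,500/well, DMEM with 0.5% FBS) were treated with compound at a single 50 µM final concentration, stimulated with 6 nM IGF for 20 min at 37 °C, and lysed. Phospho-Akt Ser473 was read by HTRF as 665/615 ratio ×10^4.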
MmCpn inh: blocks the Methanococcus maripaludis chaperonin Mm-Cpn | AID 504842 | hit rate 0.031% among 330,000 | purified Mm-Cpn ATPase, ADP Transcreener TR-FRET | Potency, µM (series often up to 76.9 µM), for inactives: at the top dose activity, negative = inhibition, most hits filed as inhibitors; further: potency means the concentration at half of the fitted maximal effect; on the % scale 0 is the no-effect control and ±100 the full control effect; nearly all actives have a fitted effect of over 80% in size
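TR-FRET (320 nm excitation; 590 and 665 nm emission) reports ADP made from 10 uM ATP by 25 nM enzyme; compounds were preincubated 10 min, reaction run 30 min, both at 37°C.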
D3 antag: antagonists of human D3 dopamine receptor; D3R cells, DiscoveRx beta-arrestin luminescence, antagonist mode; stronger effect = lower value; max response, negative = inhibition, %; hit rate 2.5% among 360,000; AID 652054; in the data active means max response below about -50%; inconclusive means no clear call, values can overlap the other calls; further: on the % scale 0 is the no-effect control and ±100 the full control effect; mostly tested at two doses, the higher about 12 µM
Target sequence (P35462 whole entry, looked up): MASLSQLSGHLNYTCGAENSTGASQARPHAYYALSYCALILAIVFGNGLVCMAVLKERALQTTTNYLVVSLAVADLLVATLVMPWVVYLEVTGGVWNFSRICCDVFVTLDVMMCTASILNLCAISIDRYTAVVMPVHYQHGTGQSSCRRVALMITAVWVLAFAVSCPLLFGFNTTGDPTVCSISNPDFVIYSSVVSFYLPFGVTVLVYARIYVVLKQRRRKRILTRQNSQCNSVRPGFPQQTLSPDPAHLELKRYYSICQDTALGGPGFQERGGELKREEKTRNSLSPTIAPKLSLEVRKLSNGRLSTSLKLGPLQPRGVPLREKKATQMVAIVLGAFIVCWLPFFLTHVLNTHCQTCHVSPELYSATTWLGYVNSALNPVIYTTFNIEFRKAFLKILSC
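Cells expressing the human receptor were seeded at 1500 cells/well, incubated overnight at 37 degrees C in 5% CO2, then exposed to library compounds with dopamine controls for 90 minutes at 37 degrees C before luminescent detection.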
D3 ag: agonists of human D3 dopamine receptor. max activation, %. P35462. hit rate 0.58% among 410,000. D3R DiscoveRx beta-arrestin cells, luminescence, 90 min; in the data active means max activation above about 30%; further: 0% is about no effect; mostly tested at two doses, the higher about 12 µM
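Agonist mode: compounds and dopamine controls were applied to plated cells for 90 min at 37 degrees C after an overnight attachment at 1500 cells/well. Luminescent read-out followed 30 - 60 minutes at room temperature with DiscoveRx detection reagent.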
PTHR1 ag: PTHR1 (human) receptor agonism; Q03431; HEK293 GP2 PTHR1 cells, GloSensor cAMP luminescence, 1 h; Potency, µM (doses to about 115 µM), without a hit: at the highest dose activation, actives largely listed as activators; hit rate 0.075% among 410,000; further: potency means the concentration at half of the fitted maximal effect; nearly all actives have a fitted effect of over 55% in size; some results filed as inactive show a strong effect at the top dose; inactives centre near -15; many of its hits are not listed in these tables
Target sequence (Q03431 whole entry, looked up): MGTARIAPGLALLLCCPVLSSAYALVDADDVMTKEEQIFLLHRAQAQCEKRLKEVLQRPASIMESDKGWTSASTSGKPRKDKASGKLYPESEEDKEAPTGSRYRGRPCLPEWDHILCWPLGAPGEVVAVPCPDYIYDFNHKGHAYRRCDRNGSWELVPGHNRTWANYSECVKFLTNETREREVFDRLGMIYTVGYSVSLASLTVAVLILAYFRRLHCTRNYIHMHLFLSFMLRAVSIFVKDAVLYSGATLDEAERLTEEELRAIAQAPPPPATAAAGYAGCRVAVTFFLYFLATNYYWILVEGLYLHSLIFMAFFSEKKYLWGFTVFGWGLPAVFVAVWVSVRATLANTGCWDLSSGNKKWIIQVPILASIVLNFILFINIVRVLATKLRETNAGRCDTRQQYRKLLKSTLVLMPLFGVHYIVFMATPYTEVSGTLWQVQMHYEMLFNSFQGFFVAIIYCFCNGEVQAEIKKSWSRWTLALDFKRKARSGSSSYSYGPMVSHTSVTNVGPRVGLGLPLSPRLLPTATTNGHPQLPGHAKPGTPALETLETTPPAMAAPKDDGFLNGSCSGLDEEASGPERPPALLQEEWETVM
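HEK-293-derived GP2 cells expressing PTHR1 and a GloSensor cAMP reporter, 3,000/well, plated overnight, given luciferin plus IBMX (each 0.5 mM as added) for 1 h at 37 °C, then compound for 1 h at 37 °C. Luminescence was read after 15 min at room temperature.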
* = called active by the depositor; i = inactive; ? = inconclusive; nt = no result given; & = joins results of further samples; [ ] = remark or other dose. Unless noted, the call rests on the fitted dose curve; in most records, active means well fitted curve in the direction sought with a large enough effect; inconclusive means small, poorly fitted or top-dose-only effect, or another doubt; inactive means no such curve, though single readings can be large; an effect the other way counts as inactive or inconclusive. Not all compounds are listed (hit frequency here may not be typical).

Under each structure: EPAC2 agonist	CCT chaperon mod	EPAC2 antagonist	pAkt inh	MmCpn inh	D3 antag	D3 ag	PTHR1 ag
(1) O=C(COC(=O)c1cccs1)NCCN1C(=O)CSC1=O
    8.4%	0.1	-8.1%	i	-0.2%	-21.0	0.1	?
(2) O=C(COc1ccc([N+](=O)[O-])cc1)Nc1ccc(S(=O)(=O)N2CCOCC2)cc1
    3.0%	-2.4	-7.6%	i	0.7%	5.4	22.4	-60.1%[inhibitor]
(3) O=C(O)C(CCCCNS(=O)(=O)c1ccc(F)cc1)NS(=O)(=O)c1ccc(F)cc1 (configuration not stated)
    6.6%&-6.7%	0.0&-0.4	2.1%&6.2%	i	-0.6%&-0.3%	2.7&10.6	-3.9&4.3	i
(4) COCCNC(=O)C1(C)CCCN(Cc2cc(C(F)(F)F)ccc2Cl)C1 (configuration not stated)
    -5.5%	-1.1	?	i	nt	13.2	1.2	-7.2%
(5) O=C1C2CCCN2C(=O)N1CCCCN1CCN(c2ccc(F)cc2)CC1 (configuration not stated)
    3.3%	-2.8	1.1%	i	-5.0%	-75.3*	-9.2	-3.5%
(6) Oc1ccc(-c2nc3ncccn3c2Nc2ccc3c(c2)OCCO3)cc1
    19.6%	-4.5	0.0%	i	-1.5%	-21.5	-0.6	-9.7%
(7) CCc1ccc(N2C(=O)CC(N3CCN(Cc4ccc5c(c4)OCO5)CC3)C2=O)cc1 (configuration not stated)
    -2.8%	-0.5	3.1%	i	-4.2%	-4.3	-7.6	i
(8) CCc1ccc(N2C(=O)CC(Cn3nc(C)cc3C)C2=O)cc1 (configuration not stated)
    1.0%	-2.2	-1.6%	i	0.7%	50.6	2.8	i
(9) COC(=O)C(NC(=O)CCC(=O)NC(C(=O)OC)c1ccccc1)c1ccccc1 (configuration not stated)
    3.8%	-1.5	20.0%	i	1.6%	-5.4	15.6	-17.0%
(10) O=C1c2ccccc2C(=O)N1CC(O)CNc1ccc(Br)cc1 (configuration not stated)
    -0.4%	2.1	-2.4%	i	-0.9%	56.8	12.0	-21.3%
(11) Cc1cc(NC(=O)CCCn2nc([N+](=O)[O-])cc2C)no1
    5.4%	0.6	9.0%	i	2.5%	-10.9	6.9	i
(12) CCOC(=O)Nc1ccc2c(COC(=O)CNS(=O)(=O)c3cccc(Br)c3)cc(=O)oc2c1
    3.9%	-1.0	-0.3%	i	-3.0%	?	-6.7	-3.6%
(13) CC12CCC3c4ccc(O)cc4CCC3C1CC(O)C2O (configuration not stated)
    2.6%	0.1	10.4%	i	1.7%	0.9	-4.2	-37.6%[inhibitor]
(14) CCC(C(=O)N1CCN(c2ccccc2OC)CC1)c1ccccc1 (configuration not stated)
    5.7%	-1.7	1.8%	i	0.9%	-10.7	-3.7	i
(15) CCOC(=O)CNC(=O)N1CCc2ccc(NC(=O)c3ccccc3OC)cc2C1
    6.4%	0.1	-1.1%	i	0.6%	?	-8.1	-7.1%
(16) Cc1cccc(-n2ccnc2SCC(=O)Nc2ccc3c(c2)OCCO3)c1
    14.5%	-1.6	2.4%	i	1.2%	13.6	1.7	-22.6%
(17) O=C(NCCCN1CCCC1=O)c1ccc(Cl)c(NS(=O)(=O)c2ccc(F)cc2)c1
    1.4%	0.5	26.7%	i	2.4%	2.5	3.7	i
(18) O=C(Cc1ccccc1)Nc1ccc(N2CCOCC2)cc1N1CCOCC1
    -0.4%	-1.9	-0.8%	i	1.7%	-20.2	-0.1	-12.0%
(19) COc1cccc(N2CCN(S(=O)(=O)c3cccc4nsnc34)CC2)c1
    4.5%	-1.7	8.2%	i	-3.3%	3.7	2.3	i
(20) COc1cc(CN2CC(=O)N(c3ccccc3Cl)C2=S)cc(OC)c1OC
    11.7%	-2.6	-10.5%	i	-0.2%	44.9	17.7	-91.5%[inhibitor]
(21) CCOc1cccc2cc(C(=O)Oc3ccc(OC)cc3)c(=O)oc12
    6.7%	-0.8	1.6%	i	1.0%	15.2	4.1	i
(22) COc1cccc(NC(=O)CSc2nnnn2C(C)C)c1
    -0.7%	-2.2	5.1%	i	2.1%	10.2	8.5	i
(23) Cc1nc(C(F)(F)F)c(C(=O)NC(=O)Nc2ccc(OC(F)(F)F)cc2)s1
    -5.5%	-2.0	-6.6%[57.1 µM]	i	-2.2%	-5.8	0.6	-21.8%[57.5 µM]
(24) C=CCn1c(NC)cc(=O)n(C)c1=O
    1.8%	-1.2	-3.3%	i	-1.3%	7.2	3.8	i
(25) Cc1cc(C(=O)Nc2ccc3ccccc3c2)oc1C
    20.0%	-2.8	-12.6%	i	0.6%	-18.5	-13.2	-25.6%
(26) Cc1nc2ccccc2c(=O)n1NC(=O)c1cncc(Br)c1
    -1.9%	0.3	0.6%	i	-2.4%	2.2	6.8	i
(27) CC(OC(=O)C1CC(=O)N(Cc2ccccc2)C1)C(=O)Nc1cccc(C#N)c1 (configuration not stated)
    1.4%	-2.5	-4.0%	i	-0.5%	9.2	1.5	i
(28) Cc1ccc(N2C(=O)CC(Sc3ccccc3C(=O)O)C2=O)cc1 (configuration not stated)
    -0.3%	-0.9	2.4%	i	-3.0%	11.8	4.8	i
(29) Cc1cc(Nc2ccccc2C(=O)O)n(-c2ccc([N+](=O)[O-])cc2)n1
    -0.9%	-0.1	?	i	0.4%	0.4	-1.3	-20.5%
(30) Nc1ccccc1C(=O)N=Nc1[nH]c(N)c2ccccc12
    -6.0%	-0.5	5.8%	i	0.3%	9.9	10.8	-10.9%
(31) O=c1c(-c2ccccc2)coc2c(CN3CCCCC3)c(O)ccc12
    5.5%	-0.5	-4.1%	i	-1.6%	-6.6	3.1	-45.3%[inhibitor]
(32) CCOC(=O)Cc1nnc2c(Nc3ccccc3F)nc3nonc3n12
    1.2%	-2.1	13.2%	i	-1.8%	7.5	8.4	-23.0%[57.5 µM]
(33) CC(C)=CC(=O)Nc1cccc(S(=O)(=O)NC2=NCCCCC2)c1
    1.1%	-1.2	2.9%	i	-0.6%	-4.3	-1.2	-2.3%
(34) Cc1cc(C)c(NC(=O)COC(=O)COc2ccc3c(C)cc(=O)oc3c2)c(Cl)c1
    -4.2%	0.1	-0.6%	i	0.7%	2.4	-4.1	-12.6%
(35) Fc1ccc(CNCc2cccc(Br)c2)cc1
    10.8%	2.1	10.5%	i	2.3%	-26.4	-0.4	i
(36) Cc1ccsc1C(=O)C1CCCN(Cc2cccn2-c2ccc(Cl)cn2)C1 (configuration not stated)
    13.9%	-0.9	-12.7%	i	0.0%	-66.6*	-11.8	-35.0%[inhibitor]
(37) Cc1ccc(NC(=O)Nc2ccc3c(c2)C(=O)OC3)cc1Cl
    4.5%	-4.2	3.9%	i	-1.1%	-4.6	0.0	-1.3%
(38) CCN(CC)C(=O)c1cccc(NC(=O)C2CCN(C(=O)c3cccs3)CC2)c1
    5.0%	3.0	22.2%	i	1.4%	-19.6	0.0	i
(39) CN(C)C(=O)N1CCC(C(=O)N2CCCC(C(=O)c3ccc(C(C)(C)C)cc3)C2)CC1 (configuration not stated)
    1.1%	-3.1	3.5%	i	1.8%	3.0	0.2	-41.0%[inhibitor]
(40) COc1ccc(NC(=O)c2cccc(S(=O)(=O)N(C)c3ccccc3)c2)cn1
    1.5%	0.9	-7.4%	i	1.3%	-15.1	0.3	i
(41) Cc1cc(=S)cc(C)n1CCCO
    6.5%	-2.2	-4.0%	nt	0.9%	?	-4.0	-0.1%
(42) CC(Sc1nc2c(c(=O)[nH]1)CCCC2)C(=O)Nc1ccccc1C#N (configuration not stated)
    1.5%	-1.0	-2.5%	i	-4.3%	7.2	1.4	i
(43) CCOC(=O)C1C(=O)CC(C)(O)C(C(=O)OCC)C1c1cccs1 (configuration not stated)
    -1.0%	-0.3	-5.2%	-108.6%*	0.6%	-20.2	0.3	i
(44) CCC(Cc1ccccc1)NC(=O)C1CCN(S(=O)(=O)c2c(C)noc2C)CC1 (configuration not stated)
    -1.6%	0.4	-4.8%	i	-0.3%	4.3	-3.4	-6.4%
(45) CCN(CC)c1ccc(NC(=O)CN2C(=O)CC(C)(C)S(=O)(=O)c3ccccc32)c(C)c1
    -0.1%	2.1	-9.8%	i	-1.4%	23.7	1.4	-53.2%[inhibitor]
(46) CCn1c2ccccc2c2cc(NC(=O)CSc3nnc(-c4cccc(F)c4)o3)ccc21
    1.2%	-4.6	-4.2%	i	-1.4%	-27.0	4.0	-0.3%[57.5 µM]
(47) CCCCc1c(C)nc2ccccc2c1SCCC(=O)O
    -0.4%	0.9	-13.0%	i	-6.4%	1.2	0.5	i
(48) Cc1ccc(-n2nc3c(c2NC(=O)c2ccc4c(c2)OCO4)CS(=O)(=O)C3)cc1
    14.0%	-2.9	2.5%	i	-1.3%	-12.0	-0.4	i
(49) COc1ccc(C(c2sc3nc(C)nn3c2O)N2CCCCC2)cc1 (configuration not stated)
    4.7%	-1.5	11.4%	i	1.4%	-6.5	-0.1	i
(50) COc1cccc(NC(=O)C2(C)CCN2C(=O)CCC2CCCC2)c1 (configuration not stated)
    3.0%	1.2	-7.2%	i	nt	1.3	0.7	i

Whole records, quoted from the list.
Listed for `CCC(Cc1ccccc1)NC(=O)C1CCN(S(=O)(=O)c2c(C)noc2C)CC1` (configuration not stated) = EPAC2 agonist: -1.6%; CCT chaperon mod: 0.4; EPAC2 antagonist: -4.8%; pAkt inh: i; MmCpn inh: -0.3%; D3 antag: 4.3; D3 ag: -3.4; PTHR1 ag: -6.4%
Listed for `CCCCc1c(C)nc2ccccc2c1SCCC(=O)O` = EPAC2 agonist: -0.4%; CCT chaperon mod: 0.9; EPAC2 antagonist: -13.0%; pAkt inh: i; MmCpn inh: -6.4%; D3 antag: 1.2; D3 ag: 0.5; PTHR1 ag: i

Further structures follow.
Under each structure: EPAC2 agonist	CCT chaperon mod	EPAC2 antagonist	pAkt inh	MmCpn inh	D3 antag	D3 ag	PTHR1 ag
(51) Cn1cc(Cl)c(C(=O)Nc2nc3ccc(Cl)cc3s2)n1
    6.9%	-1.0	7.9%	i	1.6%	2.9	0.6	-18.1%[57.5 µM]
(52) Cc1ccsc1C(=O)NNC(=O)c1ccccc1F
    2.6%	-3.2	-11.9%	i	-1.2%	11.9	-8.9	i
(53) COc1cc2c(cc1OC)C(c1ccccc1)NCC2 (configuration not stated)
    11.5%	0.4	-1.6%	i	0.9%	3.8	4.9	-7.4%
(54) O=C(O)CCc1ccc(-c2ccc(Cl)cc2)n1CC(=O)O
    8.5%	-3.4	-6.7%	i	-3.9%	4.4	4.7	i
